TDP1 cell noCPT = qHTS for Inhibitors of human tyrosyl-DNA phosphodiesterase 1 (TDP1): qHTS in cells in absence of CPT; hit rate 15% among 420,000; DT40 Tdp1-/- hTDP1 cells, no CPT, ATP luminescence, 48 h; Potency, µM (titrated, usually from 46.2 µM), for the others: at the top dose activity change, negative = growth inhibition, actives largely listed as inhibitors; AID 686978, 2013; also: nearly all actives have a fitted effect of over 55% in size
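Growth kinetics read by CellTiter-Glo luminescence after ≥48 hr at 37 °C. Cells: DT40 Tdp1-/- stably carrying human TDP1, 400 per well, compound exposure in the absence of CPT (DMSO vehicle).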
KAT2A inh = GCN5L2 (KAT2A) acetyltransferase inhibition. Potency, µM (top dose mostly 58.9 µM), inactives show at the highest dose activity change, negative = inhibition, most hits filed as inhibitors. AID 504327. Q92830. hit rate 0.21% among 390,000. GCN5L2 HAT assay, ThioGlo1 CoA-SH fluorescence
Target sequence (Q92830 whole entry, looked up): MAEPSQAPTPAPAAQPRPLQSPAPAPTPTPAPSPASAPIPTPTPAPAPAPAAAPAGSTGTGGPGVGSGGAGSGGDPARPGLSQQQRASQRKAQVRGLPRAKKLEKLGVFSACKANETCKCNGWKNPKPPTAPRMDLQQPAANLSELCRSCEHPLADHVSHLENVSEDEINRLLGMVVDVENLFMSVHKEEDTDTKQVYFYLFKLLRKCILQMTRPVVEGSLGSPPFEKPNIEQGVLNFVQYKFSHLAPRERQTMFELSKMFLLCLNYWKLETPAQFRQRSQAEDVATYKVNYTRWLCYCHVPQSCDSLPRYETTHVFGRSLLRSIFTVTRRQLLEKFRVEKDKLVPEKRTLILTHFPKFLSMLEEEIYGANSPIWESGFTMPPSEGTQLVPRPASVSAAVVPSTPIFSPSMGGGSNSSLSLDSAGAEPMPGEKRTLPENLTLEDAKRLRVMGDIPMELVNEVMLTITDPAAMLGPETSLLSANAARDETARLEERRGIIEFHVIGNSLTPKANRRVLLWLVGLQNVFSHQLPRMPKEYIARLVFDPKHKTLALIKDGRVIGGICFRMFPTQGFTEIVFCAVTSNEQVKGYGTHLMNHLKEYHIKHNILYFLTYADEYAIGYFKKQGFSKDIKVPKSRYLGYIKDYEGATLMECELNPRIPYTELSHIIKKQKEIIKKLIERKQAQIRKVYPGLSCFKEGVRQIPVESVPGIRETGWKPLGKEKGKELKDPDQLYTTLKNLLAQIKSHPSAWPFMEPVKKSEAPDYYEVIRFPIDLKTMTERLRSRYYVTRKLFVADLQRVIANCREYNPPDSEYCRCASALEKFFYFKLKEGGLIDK
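Compounds, pin-transferred from DMSO stocks, meet 20nM GCN5L2 for 15 min before the reaction begins with H3(1-25) peptide (75uM) and acetyl-CoA (70uM). Thiol-reactive ThioGlo1 reports CoA release over 20 min at room temperature.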
DT40 TDP1 CPT = growth inhibition of DT40 Tdp1-/-;hTDP1 cells with camptothecin (screen for TDP1 inhibitors); chicken DT40 Tdp1-/-;hTDP1 cells + 20 nM CPT, ATP luminescence, 48 h; Potency, µM (highest dose often 46.2 µM), without a hit: at the top dose activity change, negative = growth inhibition, usual class: inhibitors; hit rate 12% among 420,000; also: nearly all actives have a fitted effect of over 55% in size
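Cell growth measured by CellTiter-Glo luminescence after a minimum 48 h, 37 C compound exposure with 20 nM CPT in Tdp1-knockout DT40 cells stably expressing hTDP1, seeded 400/well; qHTS titration format.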
* = called active by the depositor; ? = inconclusive; . = not tested or not shown; & = joins results of further samples; [ ] = remark or other dose. Calls follow the shape of the dose curve; as a rule, active = well fitted curve in the direction sought with a large enough effect; inconclusive = small, poorly fitted or top-dose-only effect, or another doubt; inactive = no such curve, though single readings can be large; an effect the other way counts as inactive or inconclusive. % is scaled to controls: 0 for no effect and ±100 for the full control effect; potency is read from the fitted curve at half-maximal effect. Only part of the results is shown. The share of hits here may be higher or lower than overall.

SMILES	TDP1 cell noCPT	KAT2A inh	DT40 TDP1 CPT
O=C(Nc1ccc(N2CCCCC2)cc1)c1cccnc1Cl	-1%	-5%	-9%
Cn1c(-c2ccc(=O)[nH]c2)nc2ccccc21	-3%	2%	15%
COc1cccc(NC(=O)c2csc3c2CCCC3)c1	?	-20%	7%
S=C(NC1CCCCC1)c1ccc2c(c1)OCO2	-19%	-5%	-21%
CN(C)c1ccc(/C=C/c2cc3ccccc3c[n+]2C)cc1	0.1µM*	.	0.089µM*
CC(C)Oc1ccc(CNC(=O)Cn2c(=O)c3cccn3c3cccnc32)cc1	2%	1%	-13%
Nc1nc2[nH]cc(CCc3ccc(C(=O)N[C@@H](CCC(=O)O)C(=O)O)cc3)c2c(=O)[nH]1	0.03µM*	.	0.047µM*
CCN1CCN(c2ncc(C(=O)N3CCN(c4ccccc4OC)CC3)c3ccccc23)CC1	?	.	-23%
COc1cc(O)ccc1-c1nc2cc(C)ccn2c1Nc1ccccc1C	26µM*	-16%	13µM*
O=C(Nc1cccnc1Cl)c1cc2ccccc2o1	22%	-2%	-1%

Random excerpt: three entries already listed, in no set order.
SMILES	TDP1 cell noCPT	KAT2A inh	DT40 TDP1 CPT
CC(C)Oc1ccc(CNC(=O)Cn2c(=O)c3cccn3c3cccnc32)cc1	2%	1%	-13%
CCN1CCN(c2ncc(C(=O)N3CCN(c4ccccc4OC)CC3)c3ccccc23)CC1	?	.	-23%
O=C(Nc1ccc(N2CCCCC2)cc1)c1cccnc1Cl	-1%	-5%	-9%

Next section.
SMILES	TDP1 cell noCPT	KAT2A inh	DT40 TDP1 CPT
COC(=O)C1=C(C)N(Cc2ccccc2)C(=O)N[C@H]1c1ccc(Br)cc1	7%	27%	2%
CC(=O)Nc1ccccc1-c1nn[nH]n1	-4%	-6%	8%
Cc1noc(C)c1S(=O)(=O)N1CCC(C(=O)Nc2ccc(OC(F)(F)F)cc2)CC1	?	-3%[0.501 µM]	?
CC(=O)c1nnn(-c2nc(N3CCCC3)nc(N(c3ccccc3)c3ccccc3)n2)c1C	-13%	-6%	-15%
NS(=O)(=O)c1ccc(NC(=O)CSc2nnc(NC3CC3)s2)cc1	-28%	-8%	11%
CCOc1ccccc1CNC(=O)c1ccc2nc(CCc3ccccc3)oc2c1	?	0%	?
O=C(OCc1cc(-c2ccccc2)no1)c1ccc2ccccc2n1	?	-6%	-9%
CCOc1ccccc1C(=O)Nc1ccccc1C(N)=O	-23%	-8%	-23%
NS(=O)(=O)c1ccc(NC(=O)COC(=O)c2ncc(Cl)c(Cl)c2Cl)cc1	-16%	-3%	-14%
N#C/C(=C\c1cccnc1)C(=O)Nc1ccccc1	?	0%	-5%
COc1ccccc1S(=O)(=O)N1CCN(S(=O)(=O)c2cccs2)CC1	?	-2%	3%
O=C(CCc1c[nH]c2ccccc12)OCc1ccc(Br)cc1	-27%	-3%	-17%
CCOC(=O)c1ccc(NC(=O)CSc2ccc(-c3sc(C)nc3C)nn2)cc1	?	2%	?
Cc1ccc(Nc2nc(N)nc(CSc3nc4ccccc4s3)n2)cc1	?	-16%&-13%	?
O=C(NC1(O)C(=O)c2ccccc2C1=O)c1ccccc1	?	-7%	26µM*
Cc1cc(C)c(OCC(=O)N(Cc2ccc(N(C)C)cc2)Cc2ccco2)c(C)c1	7.3µM*	-11%	12µM*
NC(=O)c1ccc(NC(=O)CSc2nc3ccccc3c(=O)n2CCCN2CCOCC2)cc1	28%	-2%	8%
COc1cc(OC)cc(C(=O)NCCn2ccc3ccccc32)c1	?	-3%	?
Cc1ccc(Sc2ncccc2C(N)=O)cc1	-28%	.	-7%
CC(NC(=O)C1CCN(C(=O)N2CCOc3ccc(Cl)cc32)CC1)c1ccccc1 (centres undefined)	?	-14%	?
Cc1cc(C(=O)CSc2nnc(-c3cccs3)n2Cc2ccccc2)c(C)n1C	?	-9%	?
COc1cc2c(-c3ccc(O)cc3)nc3c(c(C)nn3-c3ccccc3)c2cc1OC	18µM*	-6%	12µM*
O=C(Nc1ccc(N2CCN(c3ccc(F)cc3)CC2)c(C(=O)O)c1)c1cccs1	-11%	-2%	-4%
CCc1noc(C)c1C(=O)Oc1ccc(N(C)S(=O)(=O)c2ccc(C)c(C)c2)cc1	?	?	?
CCc1nc2c(OCC(=O)C(C)(C)C)cccn2c1N(C)C(=O)C1CC1	-23%	.	-1%
Cc1ccc(C(=O)NC(=S)Nc2ccccc2N2CCCC2)cc1[N+](=O)[O-]	18µM*	-8%	16µM*
O=[N+]([O-])c1ccc(CN2CCN(c3ccc(Cl)cc3)CC2)o1	-13%	-5%	-25%
CCOC(=O)/C=C1/SCC(=O)N1CC(=O)Nc1cccc(F)c1	-25%	0%	-20%
Cc1nccn1CCOc1ccc(Cl)cc1	-3%	-25%	23%
CS(=O)(=O)c1ccc(-c2nn[nH]n2)cc1	-21%	-7%	1%
O=C1CC(C(=O)O)S/C(=N\NC(=O)c2ccc(F)cc2)N1 (centres undefined)	1%	1%	2%
OCC(CO)c1cnnc2ccccc12	-12%	.	-5%
Oc1ccccc1C=NNc1nc2ccccc2s1	0.052µM*	.	0.065µM*
Cc1ccc(CSC2=Nc3ccccc3C3=NC(CC(=O)NCc4ccc5c(c4)OCO5)C(=O)N23)cc1 (centres undefined)	?	-16%	?
COC(CNC(=O)CN1CCN(Cc2ccc(F)cc2Cl)C1=O)OC	-2%	19%	-20%
CS(=O)CSc1nc2c(cc1C#N)CCCC2 (centres undefined)	-5%	-1%	-3%
Fc1cccc(-c2nnn3c2nc(Cl)c2ccccc23)c1	2.6µM*	-7%	2.6µM*
COCc1cc(CN2CCN(CCCc3ccccc3)C(CCO)C2)ccc1OC (centres undefined)	-28%	-2%	-29%
Cc1cc(C)cc(C(=O)N(C)C2CCCN(Cc3ccccc3F)C2)c1 (centres undefined)	?	-7%	?
CCOC(=O)c1nnn2c1nc(N1CCN(C)CC1)c1ccccc12	-10%	-11%	1%
CC(C)Cc1nnc(NC(=O)CCS(=O)(=O)c2ccc(Cl)cc2)s1	?	-27%	21µM*
Fc1ccccc1/C=N/n1c(COc2ccccc2)n[nH]c1=S	0%	0%	9%
Cc1cc(F)ccc1-n1nnc(C(N)=O)c1C	1%	-1%	5%
O=C(c1ccc2c(c1)N(Cc1ccccc1)C(=O)c1ccccc1S2(=O)=O)N1CCc2ccccc21	3.3µM*	-7%	4.1µM*
COc1cc(/C=N/NC(=O)Nc2ccccc2)ccc1OC(C)=O	-23%	-1%	-8%
COc1ccc(NC(=O)NC2(C(=O)N3CCOCC3)CCCCC2)cc1	3%	-3%	23%
Cc1ccc2c(c1)sc1nc(=O)ccn12	?	4%	?
COc1ccccc1-c1n[nH]c(=S)n1-c1ccccc1	-6%	-5%	-18%
CCn1c(/C=C/c2c(C)n(CC)c3ccccc23)nc2ccccc2c1=O	?	-11%	?
N#C/C(=C\c1ccc2c(c1)OCCO2)C(=O)Nc1ccc(C(=O)O)cc1	10%	-7%	-1%
Next part:
SMILES	TDP1 cell noCPT	KAT2A inh	DT40 TDP1 CPT
CCOC(=O)c1c(-c2ccc(C)cc2)csc1NC(=O)c1ccc(N2C(=O)CCC2=O)cc1	-23%	3%	-4%
Cc1ccc(S(=O)(=O)N2CCN(C(=O)Cn3c(=O)oc4ccccc43)CC2)c(C)c1	-2%	-3%	-14%
CCOc1ccc(Nc2ccc([N+](=O)[O-])c3nonc23)cc1	23µM*	-16%	?
COc1cccc(-c2cc(C(=O)NCc3ccccc3)no2)c1	-16%	0%	3%
CC(C)(C)n1nnnc1C(c1cccnc1)N(Cc1ccccc1)Cc1cccs1 (centres undefined)	?	-11%	?
CN1C(C(=O)Nc2ccc(OC(F)(F)F)cc2)=CC(c2ccc3c(c2)OCO3)=NS1(=O)=O	?	-7%&-8%	?
CCC(C)(C)n1nnnc1C(c1cc2cc(C)cc(C)c2[nH]c1=O)N1CCN(C(=O)c2ccco2)CC1 (centres undefined)	-4%	23%	0%
Cc1ccc(NC(=O)CCn2cccn2)cc1Cl	8%	-1%	9%
O=c1c2cc3c(nc2[nH]c(=S)n1-c1ccccc1)CCCC3	1%	-7%	-3%
Cc1ccc(C(=O)NC(=S)NCc2cccnc2)cc1	-24%	-3%	-16%

Compound profiles (already shown). Screens in order: TDP1 cell noCPT | KAT2A inh | DT40 TDP1 CPT
`Cc1ccc(S(=O)(=O)N2CCN(C(=O)Cn3c(=O)oc4ccccc43)CC2)c(C)c1` is listed as -2% | -3% | -14%
`Cc1ccc(NC(=O)CCn2cccn2)cc1Cl` is listed as 8% | -1% | 9%
`Cc1ccc(C(=O)NC(=S)NCc2cccnc2)cc1` is listed as -24% | -3% | -16%
`CCOc1ccc(Nc2ccc([N+](=O)[O-])c3nonc23)cc1` is listed as 23µM* | -16% | ?
`CC(C)(C)n1nnnc1C(c1cccnc1)N(Cc1ccccc1)Cc1cccs1` (centres undefined) is listed as ? | -11% | ?

Going on with the list.
SMILES	TDP1 cell noCPT	KAT2A inh	DT40 TDP1 CPT
CCCC(C(=O)NC(C)(C)CC)N(Cc1ccco1)C(=O)CNS(=O)(=O)c1ccccc1 (centres undefined)	-16%	0%	4%
CS(=O)(=O)c1ccc(Cl)c(C(=O)NCC2CCCCC2)c1	-5%	8%	-1%
Cc1cnc(C(=O)N2CCCC(C(=O)c3ccc(Cl)cc3C)C2)cn1 (centres undefined)	?	7%	?
O=C(Cc1cnc2ncnn2c1)N1CCc2c([nH]c3ccccc23)C1c1ccccn1 (centres undefined)	-7%	-26%	-1%
Cn1c(=O)n(C)c2cc(C(=O)c3ccccc3)ccc21	-5%	-5%	-22%
Cc1[nH]c(C)c(S(=O)(=O)N(Cc2ccccc2)C(C)C)c1C(=O)N1CCCC1	8%	-1%	-1%
O=C(CCCn1nnnc1CN1CCOCC1)N1CCC(c2ccccc2F)C1 (centres undefined)	22%	-9%	7%
Cc1cc(C)nc(Sc2c(C)n[nH]c2C)n1	1%	-2%	4%
Cc1ccc(N2C(=O)CC(N3CCN(C4CCc5ccccc5C4)CC3)C2=O)cc1 (centres undefined)	?	-6%	-6%
CCOC(=O)[C@]12CCC=C1N(Cc1ccccc1)C(=O)[C@H](CC(=O)NCc1cccs1)C2	23µM*	.	?
Cc1ccc(N2C(=O)C(O)(C(F)(F)F)C3=C2CC(C)(C)CC3=O)cc1C (centres undefined)	-12%	-1%	-19%
O=c1[nH][nH]c2c1[C@H](c1ccc(Cl)cc1)O[C@H](C1CCCC1)C2	?	.	?
Cc1nn(-c2ccccc2)c(N2CCCC2)c1/C=N/NC(=O)c1cc(-c2ccccc2)nc2ccccc12	?	-16%	?
Cc1cc(C)cc(NC(=O)CSCc2cc(=O)c3ccc(C)c(C)c3[nH]2)c1	-22%	2%	3%
COc1ccc(/C(C)=N/OC/C(O)=C(\C#N)c2nc3ccccc3[nH]2)c(OC)c1	10%	6%	-19%
N#C/C(=C(/O)c1ccc([N+](=O)[O-])cc1)c1nnc2n1CCCCC2	1%	-4%	1%
COc1cc(C(=O)NC(=S)Nc2ccc([N+](=O)[O-])cc2C)cc(OC)c1OC	?	-2%	-20%
O=C(NCc1cccc(F)c1)C1=Cc2cc(Br)ccc2OC1	?	-1%	?
Cc1cccc(NC(=O)CCS(=O)(=O)c2ccc3c(c2)oc(=O)n3C)c1	-10%	-22%	-1%
COc1ccc(CCN2C(=O)c3[nH]nc(-c4ccccc4O)c3C2c2ccc(C)cc2)cc1OC (centres undefined)	18µM*	-17%	?
O=C(NNC(=S)NC1CCCCC1)c1ccccc1Cl	?	-3%	-16%
CCn1c(SCC(=O)Nc2ccc(OC)c(OC)c2)nnc1-c1cccs1	-16%	-8%	-17%
COc1ccccc1-c1c(C)nn2c(C)cc(C)nc12	?	-4%	?
Cn1c(=O)[nH]c(=O)c2c1nc(N1CCCC1)n2CCCSc1nc2ccccc2o1	?	-1%	23µM*
Cc1ccc(OCCn2cccn2)c(C)c1	-21%	-5%	-16%
OC[C@H]1O[C@H](OCc2ccccc2)[C@H](O[C@@H]2OC[C@@H](O)[C@H](O)[C@H]2O)[C@@H](O)[C@@H]1O	-20%	-9%	16%
CCc1c(C(=O)N/N=C/c2cccs2)nnn1-c1nonc1N	?	-5%	9%
CN(C)c1ccc(C(=O)C=Cc2ccc([N+](=O)[O-])cc2)cc1	?	.	-25%
Cc1ccc(N2CCCn3c2cc(C)c(C#N)c3=O)cc1C	?	-2%	?
COc1ccc(NC(=O)CN(C)C(=O)C(NC(=O)c2ccco2)C(C)C)cc1 (centres undefined)	-1%	-18%	1%
O=C(c1cnc2ccc(Cl)cc2c1Cl)N1CCOCC1	-19%	0%	-11%

Source: PubChem
